Screening results (PubChem)
TRPM1 prom inh – inhibitors of MITF-dependent TRPM1 promoter reporter, primary screen, cell-based, SK-MEL-5, single point, luciferase; SK-MEL-5 TRPM1 promoter luciferase, 24 h; inhibition, % at 12.5 µM; hit rate 0.83% among 330,000; AID 488899, 2010;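 active means mean inhibition across replicates of 60% or more, whatever share of single replicates reaches that level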; further: values of inactives mirror those of a sister screen read the other way
KKLEB tox – cytotoxicity in KKLEB CF airway cells, primary screen, cytotoxicity control for CF NF-kB inhibitor project, cell-based, uHTS, fluorescence assay plates | KKLEB CF airway cells viability, ATPlite luminescence, overnight; active compounds read low; cells stimulated with P. aeruginosa culture filtrate | activity change (cytotoxicity), % at 5 µM | hit rate 0.36% among 360,000 | AID 602141, 2011;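 active means corrected activity change at or below -50% at 5 µM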
iPSC survival up – enhancers of single-cell hiPSC survival, primary screen, ATPlite luminescence; AID 602274, 2012; survival enhancement, % at 20 µM; 100% = ROCK inhibitor wells, 0% = DMSO; hit rate 0.044% among 360,000; in the data active means survival enhancement above about 18%;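 further: cells exposed to compounds for 16 hours before the ATP read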
Shn3 inh set2 – reduction of Shn3 3'UTR firefly luciferase signal, primary screen, Schnurri-3 inhibitor project, cell-based, Clone20 osteoblasts, set 2; inhibition, % at 12.5 µM; Clone20 osteoblast Shn3 3'UTR firefly luciferase, 24 h; hit rate 0.52% among 360,000;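 active means mean inhibition of at least 75% with every replicate also reaching 75%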;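 further: 0% = median of neutral control wells and 100% = pilot-screen positive control compound; some compounds past the cut are filed as inactive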
TWEAK Fn14 block – inhibitors of TWEAK-Fn14 signaling, primary screen, luciferase reporter cells, uHTS. TWEAK-stimulated Fn14 reporter cells, luciferase luminescence, 8 h. inhibition, % at 10 µM. hit rate 2% among 360,000. AID 1159606, 2016; in the data active means inhibition above about 50%
NR2E3 ag-1 – inhibitors of NR2E3-RetCOR corepressor binding, primary screen, NR2E3 agonist project, biochemical, TR-FRET, GST-NR2E3, biotin-RetCOR | Photoreceptor-specific nuclear receptor (Homo sapiens), Q9Y5X4 | AID 2300, 2010 | hit rate 0.12% among 320,000 | 1536-well | inhibition of corepressor binding, % at 4.78 µM;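 active means percent inhibition above the cutoff of mean plus 3 SD of all tested compounds, set per screening campaign, cut at about 20% in these data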;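 further: 0% = DMSO wells and 100% = biotin wells as full block of FRET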
Target sequence (Q9Y5X4 whole entry, looked up): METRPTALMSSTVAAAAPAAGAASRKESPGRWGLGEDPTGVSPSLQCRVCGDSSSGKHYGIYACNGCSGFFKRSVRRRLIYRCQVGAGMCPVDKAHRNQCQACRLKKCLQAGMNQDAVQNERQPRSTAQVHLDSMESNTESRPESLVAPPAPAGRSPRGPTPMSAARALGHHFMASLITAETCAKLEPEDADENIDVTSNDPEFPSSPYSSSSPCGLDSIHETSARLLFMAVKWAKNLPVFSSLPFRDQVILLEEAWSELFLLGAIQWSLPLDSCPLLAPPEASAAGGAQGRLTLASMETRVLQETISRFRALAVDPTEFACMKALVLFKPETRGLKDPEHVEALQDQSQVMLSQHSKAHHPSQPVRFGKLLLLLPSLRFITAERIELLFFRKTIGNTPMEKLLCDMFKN
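Test system – NR2E3–RetCOR corepressor complex · Quantity – NR2E3 fusion 1.35 nM · Buffer or medium – Tris pH 7.5 · Incubation – Compound–protein incubation for 5 h at 4 °C · Technique – TR-FRET, Eu(K)-anti-GST donor, streptavidin-D2 acceptor, ex 340, em 617/671 nm · Evaluation – percent inhibition of 671/617 nm emission ratio versus biotin and DMSO controls · Plate – 1536-well format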
CF NFkB block – inhibitors of PAF-induced NF-kB signaling, primary screen, cell-based, GFP fluorescence, uHTS; KKLEB NF-kB-GFP reporter, GFP fluorescence overnight; inhibition, % at 5 µM; hit rate 0.86% among 360,000; AID 588850, 2011;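 active means at least 50% inhibition at 5 µM, scaled per plate between neutral and stimulator controls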;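 further: PAF is a Pseudomonas aeruginosa culture filtrate used as stimulus; plate controls were PAF-stimulated DMSO wells for no effect and unstimulated DMSO wells for full effect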
aDG glyco up – activators of alpha-DG glycosylation, primary screen, uHTS, Pro5-aDG cells, AlphaScreen; alpha-DG glycosylation AlphaScreen (IIH6); 0% Pro5, 100% B10-LARGE cell signal; activation, % at 10 µM; hit rate 0.22% among 360,000;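 active means activation of at least 8% versus controls, or a plate z-score of at least 8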;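 further: Pro5 are CHO cells carrying HIG-tagged alpha-DG that lacks glycosylation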
HIF-2a inh – HIF-2a reporter inhibitors, primary screen, luminescence, 786-0 RCC cells | 786-0 RCC cells HIF-2a reporter, luciferase luminescence, overnight | inhibition, % at 18.8 µM | hit rate 0.72% among 360,000 | AID 624352, 2012;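 active means inhibition of the luminescence signal of 40% or more relative to plate controls, in a single-dose primary screen at 18.75 µM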
NR2E3 ag-2 – NR2E3 agonists in two-hybrid cells, primary screen, cell-based, luminescence, CHO-S, Gal4-NCOR/VP16-NR2E3; luciferase; inhibition of corepressor binding, % at 3.98 µM; hit rate 0.35% among 360,000; AID 602229, 2012;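 active means inhibition above the mean of all tested compounds plus 3 SD, cut at about 70% in these data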;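 further: 0% = DMSO with NR2E3 transfected cells and 100% = cells lacking NR2E3 construct; higher means lower luciferase signal from less NR2E3 corepressor binding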
Peg3 promoter – Peg3 promoter-driven luciferase inhibitors, primary screen, cell-based, HeLa, luciferase luminescence; HeLa PEG-Prom luciferase reporter, overnight; inhibition, % at 20 µM; hit rate 1.7% among 360,000;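 active means inhibition of at least 50% at 20 µM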
* marks the source's active call; other numbers are inactive results; . = not tested or not shown. This is a random part of the collection; 4.4% or so of the library scored in one or more.

SMILES	TRPM1 prom inh	KKLEB tox	iPSC survival up	Shn3 inh set2	TWEAK Fn14 block	NR2E3 ag-1	CF NFkB block	aDG glyco up	HIF-2a inh	NR2E3 ag-2	Peg3 promoter
CCN(C[C@H]1N[C@@](Cc2ccccc2)(C(=O)OC)[C@H]2C(=O)N(C)C(=O)[C@@H]12)C(=O)COC	-4.6	-5.2	-0.4	-13.6	0.1	.	5.0	-0.3	13.4	-25.7	1.0
CCOC(=O)c1ccc2c(c1)N(CC)C(=O)c1ccccc1S2	-6.7	-3.4	-0.5	-12.6	-23.9	2.2	9.6	0.1	17.1	0.3	3.6
O=C(OCCN1CCCCC1)c1cccc(Cl)c1	6.8	-0.6	1.8	0.7	-0.9	4.2	-6.0	-0.1	13.7	17.3	3.7
Cc1ccccc1-n1nnnc1SC(C)C(=O)NC1CCCc2ccccc21 (stereo not drawn)	9.8	7.6	0.7	0.4	3.5	3.2	-2.2	0.1	13.5	5.5	29.0
O=C(CN1CCN(Cc2ccccc2)CC1)Nc1ccc([N+](=O)[O-])cc1C(=O)Nc1ccccc1F	0.2	-28.6	2.2	30.4	27.5	5.3	17.8	-1.2	26.6	12.3	62.5*
O=[N+]([O-])c1cccc(COc2cccc(CN3CCCCC3)c2)c1	0.5	-3.7	-1.3	-3.4	-15.3	.	-2.8	0.1	-15.0	-18.9	6.0
N#Cc1ccc(OCC(=O)NNC(=S)NC2CCCCC2)cc1	1.6	-10.9	-0.5	-6.1	14.2	-3.7	-6.0	-0.2	0.3	-7.1	10.5
CC1(C)CC(=O)N(CC(=O)NCc2ccc(F)cc2)c2ccccc2S1(=O)=O	10.6	2.5	1.3	0.4	9.6	-0.3	6.1	-0.2	2.8	8.3	-2.5
COCCCNC(=S)NNC(=O)c1cc(Cl)c(O)c(Cl)c1	-4.4	2.7	-0.5	16.6	2.7	0.8	-3.5	-0.1	1.4	12.7	-4.1
Cc1c(NC(=O)CSc2ccc3ccccc3n2)c(=O)n(-c2ccccc2)n1C	4.8	3.8	0.3	-7.0	-1.5	-0.7	-4.8	-0.1	5.5	-9.0	18.7
Cc1cccc(N2CCN(C(=O)CCC(=O)N3CCOc4ccc(Cl)cc43)CC2C)c1 (stereo not drawn)	.	-5.9	1.5	22.6	39.5	1.3	6.2	-0.1	3.0	6.5	32.8
COc1ccc(S(=O)(=O)c2c[nH]c(=S)[nH]c2=O)cc1Cl	11.4	12.9	0.0	8.3	-3.6	.	-2.0	0.0	9.4	-27.6	1.2
C/C(=N\NC(=O)c1c(C)nc2ccccn12)c1ccccc1F	-1.4	5.0	0.7	6.1	-1.2	-3.0	-11.4	0.1	-7.6	-11.1	1.6
CCOC(=O)Cn1ncn(-c2ccc(OC(F)(F)F)cc2)c1=O	-3.0	1.1	0.8	-3.4	-9.8	1.3	-14.9	-0.2	18.1	-13.4	5.4
CCOc1ccc(NCc2nnc(SCc3ccccc3Cl)n2-c2ccccc2)cc1	9.9	-3.5	-2.2	5.9	17.7	1.3	11.0	0.1	16.1	-10.1	41.5
CC1(c2nc3ccccc3[nH]2)CCC(=O)N1Cc1ccc(F)cc1 (stereo not drawn)	.	7.7	-0.8	-1.6	3.3	.	-5.3	0.0	11.4	-14.2	2.4
CCCCn1c(N)c(N(CC(C)C)C(=O)c2oc3ccc(OC)cc3c2C)c(=O)[nH]c1=O	2.2	22.0	0.2	-5.8	3.5	-0.9	-12.7	-0.3	-15.8	-18.7	-1.6
Cc1ccc(S(=O)(=O)N(C)Cc2ccc(C(=O)N/N=C3\CC(=O)CC(C)(C)C3)cc2)cc1	2.1	4.9	4.5	10.4	-0.2	4.2	0.9	0.1	23.2	-4.2	3.3
CCOC(=O)CSc1nnc2c3ccccc3n(CC)c2n1	5.0	20.8	3.8	18.0	-25.2	0.3	9.6	-0.1	11.7	-19.2	10.6
Cc1ccc(S(=O)(=O)N(C)c2ccc(C(=O)Nc3cccnc3)cc2)cc1	-2.5	10.2	-0.1	13.5	5.3	-1.8	6.1	-0.7	5.5	26.6	15.8
NS(=O)(=O)c1ccc(NC(=O)CN2CCN(S(=O)(=O)/C=C/c3ccccc3)CC2)cc1	10.8	-7.1	1.0	-1.6	1.4	4.2	8.1	0.3	14.9	15.4	3.0
O=C(Nc1ccc(Cl)cc1C(=O)c1ccccn1)c1ccccc1	.	-5.3	-2.1	1.1	9.2	.	11.8	0.3	-2.2	-6.3	11.7
COc1ccc(CCNC2CC(C)N(C)CC2C)cc1OC (stereo not drawn)	-6.1	9.8	0.9	11.5	-6.9	-1.8	0.8	-0.2	2.8	-5.1	1.1
Cc1nc2c(c(=O)n1CCC1=CCCCC1)c1nc3ccccc3nc1n2/N=C/c1ccco1	-1.8	-0.3	10.2	-3.5	18.1	0.4	-10.1	-0.1	-103.0	-17.8	-27.1
C=CCn1c(SC(C)C(=O)NC2(C#N)CCCCC2)nnc1-c1ccc(OC)cc1 (stereo not drawn)	3.8	-27.8	-1.6	0.3	8.8	1.2	-1.7	0.0	12.8	-12.0	0.3

Quoted at random: 3 records from the list, in no set order.
SMILES	TRPM1 prom inh	KKLEB tox	iPSC survival up	Shn3 inh set2	TWEAK Fn14 block	NR2E3 ag-1	CF NFkB block	aDG glyco up	HIF-2a inh	NR2E3 ag-2	Peg3 promoter
CCOC(=O)Cn1ncn(-c2ccc(OC(F)(F)F)cc2)c1=O	-3.0	1.1	0.8	-3.4	-9.8	1.3	-14.9	-0.2	18.1	-13.4	5.4
O=C(Nc1ccc(Cl)cc1C(=O)c1ccccn1)c1ccccc1	.	-5.3	-2.1	1.1	9.2	.	11.8	0.3	-2.2	-6.3	11.7
Cc1ccccc1-n1nnnc1SC(C)C(=O)NC1CCCc2ccccc21 (stereo not drawn)	9.8	7.6	0.7	0.4	3.5	3.2	-2.2	0.1	13.5	5.5	29.0

New compounds follow.
SMILES	TRPM1 prom inh	KKLEB tox	iPSC survival up	Shn3 inh set2	TWEAK Fn14 block	NR2E3 ag-1	CF NFkB block	aDG glyco up	HIF-2a inh	NR2E3 ag-2	Peg3 promoter
CCCN(CC(=O)Nc1ccccc1C)C(=O)CC(NC(=O)c1ccccc1)c1ccccc1 (stereo not drawn)	-5.0	-2.3	-0.5	-5.6	-3.3	3.0	-15.7	0.0	5.2	7.4	14.6
CCc1nc(N)c(C#N)c(-c2ccc(O)c(OC)c2)c1C	7.6	-6.2	-0.1	10.1	20.3	-3.7	9.5	-0.3	24.1	10.8	-3.3
Cc1ccc(C(=O)/C=C/c2ccc(-c3ccccc3[N+](=O)[O-])o2)cc1	9.6	-9.5	-1.1	-0.4	40.6	-0.1	-21.0	-0.1	-95.8	16.3	0.8
COCCNC(=O)c1ccc2c(=O)n(Cc3ccco3)c(SCC(=O)NC3CCCCC3)nc2c1	2.7	2.6	0.9	-20.5	5.5	2.9	-9.7	0.2	9.3	-19.7	3.8
Nn1c(SCc2cccc(Oc3ccccc3)c2)nnc1C(F)(F)F	-8.6	-2.4	-0.5	67.8	-0.4	-2.2	1.1	1.0	-47.4	-33.1	-14.8
Cn1ccc2c(-c3ccc(F)nc3)cc3c(c21)C1CCC3O1 (stereo not drawn)	.	4.5	-1.2	0.7	-1.7	.	-19.7	-0.4	-2.9	10.4	-6.5
Cn1c(CN2CCCCC2)nc2cc(NS(=O)(=O)c3ccc(F)cc3)ccc21	-14.3	-6.1	0.8	-20.3	15.2	3.3	9.0	-0.1	2.0	0.2	21.3
CC(C)CN1CC(Br)C(=O)NC1=O (stereo not drawn)	0.7	-0.9	1.1	52.3	-14.2	.	15.3	0.1	9.5	-21.4	-0.9
Cc1ccccc1OCCn1c(=S)[nH]c2ccccc21	-7.5	-13.6	-0.6	-10.1	12.6	5.0	13.2	0.2	-10.5	-21.5	16.2
CCOC(=O)C1(CCOc2ccccc2)CCN(Cc2ccc(OCC)c(CO)c2)CC1	17.8	-0.7	-0.1	15.5	-5.4	2.6	-2.4	0.8	10.3	0.1	14.9
Cc1cccc(NC(=O)c2sc3nc4c(c(-c5cccs5)c3c2N)CN(C)CC4)c1	-13.8	-1.3	1.6	4.2	-0.2	-3.9	-8.9	0.1	-24.4	-46.2	-8.1
O=c1nc2cccc3c2=c(/c1=C(\O)c1ccccc1)c1ccccc1c3=O	9.5	-6.1	0.7	7.8	-39.5	-3.6	-52.6	0.2	18.6	-9.6	32.1
CCOc1ccc(CC(=O)Nc2ccc(S(=O)(=O)N3CCCC3)cc2)cc1	5.5	9.3	1.5	10.6	1.4	2.0	5.1	0.3	15.4	-14.3	14.6
COC(=O)c1ccc(Oc2cc(C)nc(Cl)n2)cc1	-9.3	2.7	-1.0	-14.0	-15.3	3.7	-25.2	-0.2	4.1	15.9	-11.1
Nc1c(C(=O)CSc2nnc(Nc3ccc(F)cc3)s2)c(=O)[nH]c(=O)n1C1CC1	2.8	5.5	-0.3	0.2	-27.2	-2.0	6.3	-0.1	8.7	7.0	0.5
COc1ccc(-c2n[nH]c(=S)n2-c2ccc(C)cc2)cc1OC	-17.9	1.3	-0.3	-5.4	-1.5	2.0	6.1	0.0	15.6	-10.2	4.0
COCc1[nH]c(=S)c(C#N)cc1C(=O)OC	-3.8	3.1	0.0	-2.6	14.7	1.2	-5.4	-0.1	16.4	-4.7	4.0
O=C(NNC(=S)Nc1ccc(Br)cc1)c1ccc(N2CCOCC2)c([N+](=O)[O-])c1	-5.5	-1.2	4.6	19.0	-17.4	0.7	-18.9	-0.1	10.5	-3.6	13.4
CCCCn1c(=O)[nH]c(=O)c2c1ncn2Cc1ccco1	-5.8	-11.5	-3.1	10.1	10.7	-1.5	-1.4	0.0	-12.2	-25.3	13.2
O=C(CCNc1ccc(F)cc1)c1cc2ccccc2o1	-17.6	-7.7	-0.8	-12.8	-15.6	4.9	4.8	0.2	-185.2	-7.5	-120.8
COc1ccc(CCn2c(-c3ccc(Cl)cc3)n[nH]c2=S)cc1OC	-9.5	-0.7	0.1	-3.5	-12.5	0.6	-2.6	-0.2	13.6	-8.5	10.2
CC(C)CNC(=O)COC(=O)c1ccc(F)cc1Cl	-10.0	-0.4	-2.6	-31.1	-18.8	-0.5	-9.5	-0.1	-3.6	6.0	-32.0
COc1ccc2c(=O)c3c(=O)n(Cc4ccco4)c(-c4cc(OC)c(OC)c(OC)c4)nc3oc2c1	0.1	-5.1	-1.4	15.4	-2.9	2.5	-18.6	0.0	-1.3	0.5	13.8
O=C(O)c1cccc(S(=O)(=O)Nc2ccc3oc(=O)sc3c2)c1	-4.2	12.5	7.7	5.0	16.0	1.1	0.3	0.0	8.4	4.5	4.1
